LRH-1 inv ag: suppresses constitutive activity of human LRH-1; O00482; 360,000 tested, 0.13% active; AID 602396; inhibition, % at 3.6 µM; HEK293T StAR-luciferase reporter, LRH-1 transfected, 24 h;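 active = inhibition above the mean inhibition of all tested compounds plus 3 SD, cut at about 73% in these data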;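 note: 0% = DMSO wells and 100% = reporter-only cells lacking LRH-1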
SRC3 inh: human NCOA3 inhibition | Q9Y6Q9 | HEK293 GAL4-SRC3 luciferase reporter, luminescence | inhibition, % at 3.6 µM | 360,000 tested, 0.17% active;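 active = inhibition above a per-campaign cutoff, the mean of all compounds plus 3 SD, cut at about 60% in these data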;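 note: 0% = DMSO-treated cells and 100% = gossypol-treated cells at 36 µM; higher means less SRC3-driven luciferase light from the GAL4 reporter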
Target sequence (Q9Y6Q9 whole entry, looked up, the tested form may be a part): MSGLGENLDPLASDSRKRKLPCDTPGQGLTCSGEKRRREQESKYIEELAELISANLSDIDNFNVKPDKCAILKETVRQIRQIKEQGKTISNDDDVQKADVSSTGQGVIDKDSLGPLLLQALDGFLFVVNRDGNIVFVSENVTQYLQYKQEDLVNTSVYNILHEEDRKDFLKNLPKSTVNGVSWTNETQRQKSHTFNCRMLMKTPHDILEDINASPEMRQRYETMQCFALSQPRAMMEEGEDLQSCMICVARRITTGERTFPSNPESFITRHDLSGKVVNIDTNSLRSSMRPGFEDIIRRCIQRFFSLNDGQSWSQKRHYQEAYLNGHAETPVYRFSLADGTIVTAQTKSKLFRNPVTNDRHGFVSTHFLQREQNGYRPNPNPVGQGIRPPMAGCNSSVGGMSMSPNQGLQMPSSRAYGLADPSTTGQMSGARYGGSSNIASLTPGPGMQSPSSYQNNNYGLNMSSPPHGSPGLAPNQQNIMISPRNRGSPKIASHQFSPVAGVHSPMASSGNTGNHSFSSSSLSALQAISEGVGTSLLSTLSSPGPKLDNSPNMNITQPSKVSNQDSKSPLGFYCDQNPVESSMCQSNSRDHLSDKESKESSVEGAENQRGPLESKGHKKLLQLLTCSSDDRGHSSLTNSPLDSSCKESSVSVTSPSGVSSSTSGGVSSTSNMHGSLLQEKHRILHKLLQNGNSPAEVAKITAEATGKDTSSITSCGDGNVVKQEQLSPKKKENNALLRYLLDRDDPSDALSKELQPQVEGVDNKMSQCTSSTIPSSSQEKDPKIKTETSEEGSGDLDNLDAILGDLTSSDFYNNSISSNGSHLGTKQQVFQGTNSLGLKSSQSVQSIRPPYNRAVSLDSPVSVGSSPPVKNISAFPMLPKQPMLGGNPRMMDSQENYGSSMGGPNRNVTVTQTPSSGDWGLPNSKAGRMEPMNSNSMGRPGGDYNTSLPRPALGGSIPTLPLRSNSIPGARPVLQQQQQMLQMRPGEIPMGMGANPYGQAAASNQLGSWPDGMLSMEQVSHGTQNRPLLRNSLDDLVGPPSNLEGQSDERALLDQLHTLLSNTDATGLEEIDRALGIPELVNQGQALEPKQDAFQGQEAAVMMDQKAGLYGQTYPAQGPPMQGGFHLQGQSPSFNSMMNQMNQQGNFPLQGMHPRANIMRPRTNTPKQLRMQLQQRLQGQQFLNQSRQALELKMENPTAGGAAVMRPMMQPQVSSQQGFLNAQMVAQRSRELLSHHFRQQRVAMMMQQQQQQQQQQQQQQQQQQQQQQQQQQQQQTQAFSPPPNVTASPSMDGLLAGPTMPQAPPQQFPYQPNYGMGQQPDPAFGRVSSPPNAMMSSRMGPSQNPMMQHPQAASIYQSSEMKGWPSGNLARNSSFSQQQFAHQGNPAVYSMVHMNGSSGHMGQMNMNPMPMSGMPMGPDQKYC
NR2F2 inh: inhibitors of human COUP-TFII (NR2F2); P24468; HEK293T NGFI-A luciferase reporter, luminescence; inhibition, % at 8.6 µM; 370,000 tested, 0.7% active; AID 686940;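 active = inhibition above a per-plate cutoff, mean inhibition of test wells between control levels plus 3 SD, cut at about 38% in these data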;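 note: cells cotransfected with COUP-TFII expression vector driving the NGFI-A reporter; 0% = median of COUP-TF2 test wells and 100% = reporter-only cells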
C8 TRAIL sens: caspase-8 TRAIL sensitization | NB7+C8 cells + TRAIL, ATPlite viability luminescence | inhibition (viability loss, TRAIL sensitization), % at 10 µM | 360,000 tested, 1% active | AID 624354;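 active = compounds causing at least 50% loss of cell viability in the single-dose screen, relative to plate controls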
TROY signal inh: blocks TROY-dependent signaling in reporter cells | Q293 LMP1-TROYcd NF-kB luciferase reporter, 4 h | inhibition, % at 10 µM | 360,000 tested, 0.98% active;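 active = compounds whose plate-normalised and pattern-corrected inhibition of the luciferase reporter signal at the single screening dose is 50% or more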
SRC1 inh: inhibits human SRC1 coactivator. HEK293 GAL4-SRC1 luciferase reporter, luminescence. inhibition, % at 3.6 µM. 360,000 tested, 0.12% active. AID 588354;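 active = inhibition above the campaign mean plus 3 SD, with each screening campaign given its own cutoff, cut at about 60% in these data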;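 note: 0% = DMSO treated cells and 100% = gossypol at 36 µM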
EBV LMP1 NFkB: reduces LMP1-driven NF-kappaB luciferase signal; LMP1-induced NF-kappaB luciferase reporter cells, luminescence; inhibition, % at 12.5 µM; 350,000 tested, 0.69% active; in the data active = inhibition above about 41%;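 note: 0% = neutral control wells and 100% = reference inhibitor control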
Shn3 inh set2: Schnurri-3 reporter inhibition in Clone20 osteoblasts | Clone20 osteoblast Shn3 3'UTR firefly luciferase, 24 h | inhibition, % at 12.5 µM | 360,000 tested, 0.52% active;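 active = mean inhibition of at least 75% with every replicate also reaching 75%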;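 note: 0% = median of neutral control wells and 100% = pilot-screen positive control compound; some compounds past the cut are filed as inactive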
TWEAK-Fn14 inh: inhibitors of TWEAK-Fn14 interaction signaling; 360,000 tested, 2% active; AID 1159606; TWEAK-stimulated Fn14 reporter cells, luciferase luminescence, 8 h; inhibition, % at 10 µM; in the data active = inhibition above about 50%
KKLEB tox: counter-screen for CF NF-kB inhibitors: cytotoxicity; 360,000 tested, 0.36% active; activity change (cytotoxicity), % at 5 µM; AID 602141; KKLEB CF airway cells viability, ATPlite luminescence, overnight; active compounds read low; cells stimulated with P. aeruginosa culture filtrate;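 active = corrected activity change at or below -50% at 5 µM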
CF NFkB inh: blocks PAF-induced NF-kB reporter in cystic fibrosis cells; KKLEB NF-kB-GFP reporter, GFP fluorescence overnight; inhibition, % at 5 µM; 360,000 tested, 0.86% active;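 active = at least 50% inhibition at 5 µM, scaled per plate between neutral and stimulator controls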;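 note: PAF is a Pseudomonas aeruginosa culture filtrate used as stimulus; plate controls were PAF-stimulated DMSO wells for no effect and unstimulated DMSO wells for full effect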
An asterisk follows results filed as active; / = not tested or not shown.

No.	SMILES	LRH-1 inv ag	SRC3 inh	NR2F2 inh	C8 TRAIL sens	TROY signal inh	SRC1 inh	EBV LMP1 NFkB	Shn3 inh set2	TWEAK-Fn14 inh	KKLEB tox	CF NFkB inh
1	CCOC(=O)C1CCN(C(C(=O)NC2CCCC2)c2ccc(C)cc2)CC1 (stereo unspecified)	-11	-7	12	-5	-28	-8	-1	-15	-12	7	-10
2	N#Cc1c(Cl)cccc1N1CCC(C(N)=O)CC1	-1	8	-13	0	-18	1	/	12	-15	-1	4
3	COc1ccc(N2C(=O)CCC(C(=O)O)C2c2ccccc2OC)cc1 (stereo unspecified)	1	17	8	-1	-23	-1	-7	-5	7	4	2
4	CCc1ccc(OCCCC(=O)Nc2ccc(N3CCOCC3)cc2)cc1	13	6	-9	-2	25	-13	4	14	-5	8	3
5	O=C(c1nsc(Cl)c1Cl)N1CCCCC1	5	4	-41	-5	13	-62	5	-2	-1	6	13
6	CC(C)=CCCC(C)CN1CCC(N2CCC(C(=O)N3CCOCC3)CC2)CC1 (stereo unspecified)	13	14	-20	6	7	-16	-1	13	-10	7	13
7	COCCN(C(=O)c1ccc(OC2CCN(S(=O)(=O)N(C)C)CC2)cc1)C(C)C	3	2	-1	-4	-10	9	5	5	-11	-9	17
8	CS(=O)(=O)N1CCN(c2ccccc2NC(=S)NC(=O)c2ccccc2[N+](=O)[O-])CC1	-3	9	-13	-11	-5	9	-8	79	28	2	2
9	COc1ccc(NC(=O)CN2CCN(c3ccc(F)cc3)CC2)cc1	1	-4	10	-4	-11	-7	0	0	-1	-2	-16
10	Cc1nc2c(-c3ccccc3)c(C)[nH]n2c(=O)c1Cc1ccccc1	-6	9	11	14	24	-13	10	12	25	3	-9
11	CCOC(=O)CC1(NC(=O)C2CCC(=O)N(CCc3ccc(OC)cc3)C2)CCCCC1 (stereo unspecified)	-3	6	-5	-8	-44	-24	-10	-23	-9	-1	-7
12	O=S(=O)(Cc1ccccc1Cl)CC(O)COc1ccccc1Cl (stereo unspecified)	-8	-5	-11	-8	-4	2	-2	-1	-28	-2	14
13	COC(=O)c1c(C)nc(C)c(C(=O)OC)c1-c1cccs1	9	25	-4	4	4	9	-6	-6	0	3	-19
14	O=C1CCC(=O)N1c1ccc(-c2nc3sc4c(c3c(=O)o2)CCC4)cc1	9	-4	-1	-5	-5	0	6	4	16	5	0
15	COC(=O)CCC(=O)Nc1ccc(S(=O)(=O)N2CCCCCC2)cc1	12	7	7	-12	1	18	9	0	29	2	4
16	O=C(Nc1cccc(C(F)(F)F)c1)Nc1ccc2[nH]c(=O)[nH]c2c1	1	7	4	3	11	-6	-8	-5	6	-27	3
17	Cc1ccc(O)c(NS(=O)(=O)c2cccc3nsnc23)c1	-16	-17	-10	29	-9	-18	2	-5	-2	8	1
18	COc1cc(OC)c(N(C)S(=O)(=O)c2cccc(C(=O)OCC(=O)N(C)C3CCCCC3)c2)cc1Cl	9	-5	10	24	21	-7	2	13	18	-4	15
19	CCC(=O)c1ccc(OCC(=O)OCC(=O)Nc2cccc(S(=O)(=O)N3CCCC3)c2)cc1	2	6	8	-11	1	-1	2	-23	17	-3	-12
20	CC1(C(=O)NS(=O)(=O)Cc2ccccc2C(F)(F)F)CCN1C(=O)c1ccco1 (stereo unspecified)	12	0	-10	3	7	-1	/	-4	14	19	-10
21	O=C(O)c1ccc(-c2ccccc2)[nH]c1=O	12	4	10	-4	-4	-13	-8	-2	8	-6	-1
22	CC1CCC(C(=O)NC(C(=O)NCc2cccnc2)C(C)C)CC1 (stereo unspecified)	1	9	5	-10	0	1	8	-6	9	-6	-14
23	Cc1sc2nc(CSC(C)C(=O)Nc3ccc(Cl)cn3)[nH]c(=O)c2c1C (stereo unspecified)	-9	13	6	8	8	-1	-1	-16	-1	0	-1
24	Cc1cc(=O)[nH]c(Nc2c(C)n(C)n(-c3ccccc3)c2=O)n1	5	11	-7	-7	15	5	8	-14	1	2	15
25	CCOc1ccc(C(C)NC(=O)C2CCC2)cc1 (stereo unspecified)	8	15	-2	14	-5	8	6	46	-3	-1	-9
26	COc1ccc(S(=O)(=O)N2CCN(C(=O)c3c(C)nn(-c4ccccc4)c3Cl)CC2)cc1	0	25	20	-7	-2	13	15	-31	-7	-2	0
27	O=[N+]([O-])c1ccccc1CN1CCN(Cc2ccc3ccccc3c2)CC1	9	-6	-18	9	-8	8	11	14	65*	1	-9
28	CC(C)c1ccc(NC(=O)CSC(C)c2nc3ccccc3c(=O)[nH]2)cc1 (stereo unspecified)	-6	18	-5	38	8	2	-7	-8	19	6	-18
29	CN(C)CCN(Cc1cc2cc3c(cc2[nH]c1=O)OCO3)C(=S)NCC1CCCO1 (stereo unspecified)	-4	20	8	-3	6	-25	-10	17	15	-6	18
30	COc1ccccc1NC(=O)N1CCCC1C(=O)NCc1ccccc1Cl (stereo unspecified)	15	5	10	0	4	7	2	5	7	-6	-14
31	Cc1ccc(SCCC(=O)Nc2ccccc2Br)cc1	-6	-6	8	-6	-58	-8	-1	8	-18	-1	-7
32	COc1ccc(C(=O)Nc2ccc3c(c2)CCCN3C(=O)c2cccs2)c(OC)c1	-12	21	12	26	11	-11	-2	19	11	0	-7
33	COc1ccc(C(=O)Nc2cc(C(F)(F)F)ccc2-n2cnc3ccccc32)cc1	-2	11	21	22	10	6	3	-8	4	17	-2
34	CC(C)NCC(=O)Nc1c2c(nc3ccccc13)CCC2	3	-4	12	-5	4	3	5	/	-6	4	7
35	Clc1ccc(CSc2nnc(-c3ccncc3)s2)cc1	8	7	-8	4	-13	-16	-3	1	-3	2	-17
36	CC(C)N(C(=O)[C@H]1C[C@H](CC(=O)NCC23CC4CC(CC(C4)C2)C3)C(=O)N2CCc3c([nH]c4ccc(Cl)cc34)[C@]12C)C(C)C	13	-5	6	26	40	1	-5	62	54*	-3	39
37	COc1ccc([C@H]2CC(=O)C[C@@H](CCn3cc(-c4ccc(F)cc4)nn3)O2)cc1	3	/	-9	-2	-1	/	/	/	-5	/	/
38	COc1ccc(-c2c(-c3cc(OC)cc(OC)c3)n(C)c3ccc(-c4ccc(OC)nc4)cc23)cc1	16	4	-4	16	-11	1	-32	-6	-71	-3	8
39	O=C(CN1C(=O)c2ccccc2C1=O)OCCOCCN=C1NS(=O)(=O)c2ccccc21	-18	4	-17	-8	15	-3	5	-3	-12	0	9
40	O=C(Nc1ccccc1)c1ccccc1C(=O)N1CCCCC1	-18	7	8	-1	-31	-36	-11	-11	-17	-10	9
41	COc1ccc(C(=O)OCC(=O)NC2CCCCCC2)cc1OC	13	-3	10	-4	-7	-5	7	3	-8	1	-3
42	CC(C)NC(=O)c1ccccc1NC(=O)Cc1ccc(Cl)cc1	14	-4	-14	-13	2	-14	-2	-7	5	-2	-5
43	CCCCN(C(=O)CC1CCCC1)c1c(N)n(CCC)c(=O)[nH]c1=O	-6	5	8	-3	1	1	8	-1	9	-5	-7
44	CCCS(=O)(=O)N1CCN(Cc2ccc(OCc3ccccc3)c(OC)c2)CC1	24	3	30	1	10	11	-9	68	12	-4	-8
45	CCCC(C)NC(=O)c1nc(-c2ccccc2)n(-c2ccccc2)n1 (stereo unspecified)	4	12	-2	17	10	7	-8	/	3	12	1
46	COc1ccccc1NS(=O)(=O)c1cc(NC(=O)c2cccc(S(=O)(=O)N(C)C)c2)ccc1N1CCOCC1	3	-9	-12	15	-36	-3	1	-6	-15	15	6
47	CCC(OC(=O)c1cccs1)C(=O)NCc1ccco1 (stereo unspecified)	2	7	-7	15	2	-11	7	7	-2	0	-7
48	O=C(C1CCN(S(=O)(=O)c2cccnc2)CC1)N1CCN(c2ccc(Cl)cc2)CC1	29	13	31	9	9	17	26	72	18	0	-19
49	CCOC(=O)C1CCN(S(=O)(=O)c2ccc3c4c(cccc24)C(=O)N3)CC1	-8	21	/	-35	-10	-10	2	1	-9	-6	-32
50	O=C1c2ccccc2C(=O)N1CCSc1nc2ccccc2c(=O)n1CCCN1CCOCC1	2	2	9	1	16	-2	-8	-2	-4	1	-14
51	O=C(Nc1ccc(Br)cc1Cl)c1ccc2c(=O)n3c(nc2c1)CCC3	-94	-60	-32	-2	-36	-75	-25	-101	-14	-6	1
52	O=C(/C=C/c1ccccc1)N1CCN(C(=O)c2ccco2)CC1	17	-6	7	3	2	-3	1	-3	10	-11	10

Looked up by structure from the entries so far:
No.	SMILES	LRH-1 inv ag	SRC3 inh	NR2F2 inh	C8 TRAIL sens	TROY signal inh	SRC1 inh	EBV LMP1 NFkB	Shn3 inh set2	TWEAK-Fn14 inh	KKLEB tox	CF NFkB inh
25	CCOc1ccc(C(C)NC(=O)C2CCC2)cc1 (stereo unspecified)	8	15	-2	14	-5	8	6	46	-3	-1	-9
13	COC(=O)c1c(C)nc(C)c(C(=O)OC)c1-c1cccs1	9	25	-4	4	4	9	-6	-6	0	3	-19
2	N#Cc1c(Cl)cccc1N1CCC(C(N)=O)CC1	-1	8	-13	0	-18	1	/	12	-15	-1	4
14	O=C1CCC(=O)N1c1ccc(-c2nc3sc4c(c3c(=O)o2)CCC4)cc1	9	-4	-1	-5	-5	0	6	4	16	5	0

Whole records, quoted from the list. Values in the order: LRH-1 inv ag	SRC3 inh	NR2F2 inh	C8 TRAIL sens	TROY signal inh	SRC1 inh	EBV LMP1 NFkB	Shn3 inh set2	TWEAK-Fn14 inh	KKLEB tox	CF NFkB inh
O=C(Nc1ccc(Br)cc1Cl)c1ccc2c(=O)n3c(nc2c1)CCC3 is entered as -94	-60	-32	-2	-36	-75	-25	-101	-14	-6	1
COc1ccccc1NS(=O)(=O)c1cc(NC(=O)c2cccc(S(=O)(=O)N(C)C)c2)ccc1N1CCOCC1 is entered as 3	-9	-12	15	-36	-3	1	-6	-15	15	6

The list is partial (hit frequency here may not be typical).
